Screening results from PubChem.
CCR6 antagonist: antagonists of human CCR6 receptor | CHO-K1 CCR6 PathHunter beta-arrestin, luminescence, CCL20-stimulated | 340,000 tested, 0.49% active | inhibition, % at 20 µM | AID 493098 | P51684;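 active = compounds whose inhibition of the agonist-driven luminescence signal at 20 µM reaches about 50%, limit read from the data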;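 also: cells stimulated with CCL20 at 14 nM final; plate controls were DMSO with CCL20 for no effect and DMSO without agonist for full effect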
CXCR6 inh: blocks human CXCR6 beta-arrestin recruitment | O00574 | CHO-K1 PathHunter CXCR6 beta-arrestin, luminescence | 360,000 tested, 0.36% active | inhibition, % at 20 µM | AID 602244; in the data active = inhibition above about 34%, passing the limit was not always enough;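 also: antagonist mode with CXCL16 agonist at 10 nM final; 0% = 10 nM CXCL16 with DMSO and 100% = unstimulated wells without agonist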
EBI2 antag: EBI2 (human) antagonism; EBI2 beta-arrestin recruitment, luminescence, 7a,25-OHC stimulated; inhibition, % at 5 µM; 360,000 tested, 0.81% active; AID 651636; in the data active = inhibition above about 38%;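 also: enzyme fragment complementation signal reports receptor beta-arrestin coupling in cells; 0% = agonist plus DMSO wells and 100% = wells without agonist; some results beyond the cut were filed as inactive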
Target sequence (P32249 whole entry, looked up, the tested form may be a part): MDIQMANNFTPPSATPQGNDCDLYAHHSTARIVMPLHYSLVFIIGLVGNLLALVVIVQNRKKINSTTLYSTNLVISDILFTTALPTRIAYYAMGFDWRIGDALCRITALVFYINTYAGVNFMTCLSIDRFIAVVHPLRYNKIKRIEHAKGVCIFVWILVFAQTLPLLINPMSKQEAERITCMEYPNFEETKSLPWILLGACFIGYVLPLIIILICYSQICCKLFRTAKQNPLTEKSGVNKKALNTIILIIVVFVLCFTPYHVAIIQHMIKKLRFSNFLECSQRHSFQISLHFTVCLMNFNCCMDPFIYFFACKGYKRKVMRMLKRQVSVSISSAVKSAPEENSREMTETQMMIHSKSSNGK
* marks the source's active call; other numbers are inactive results. An excerpt; rates above refer to the full screens.

A first look (five entries):
Compound: CCN(CC)S(=O)(=O)c1ccc(NC(=O)CSc2nc3nc(C)cc(C)c3c(=O)[nH]2)cc1
  CCR6 antagonist = -2.3
  CXCR6 inh = 8.1
  EBI2 antag = -6.4
Compound: O=C(CN1C(=O)CCS(=O)(=O)c2ccccc21)Nc1ccc2c(c1)OCCO2
  CCR6 antagonist = -14.4
  CXCR6 inh = 8.3
  EBI2 antag = -2.3
Compound: CN(C)C(=O)c1ccc(NC(=O)COC(=O)CCN=C2NS(=O)(=O)c3ccccc32)cc1
  CCR6 antagonist = 4.3
  CXCR6 inh = -4.6
  EBI2 antag = 9.5
Compound: COCCn1c(COc2ccccc2)nnc1SCC(N)=O
  CCR6 antagonist = -7.4
  CXCR6 inh = -13.0
  EBI2 antag = 7.1
Compound: O=C1c2ccccc2C(=O)N1/N=C/c1ccc(O)c(O)c1O
  CCR6 antagonist = -9.8
  CXCR6 inh = -11.1
  EBI2 antag = -5.8

This part in full, repeating the preview:
Compound: CCN(CC)S(=O)(=O)c1ccc(NC(=O)CSc2nc3nc(C)cc(C)c3c(=O)[nH]2)cc1
  CCR6 antagonist = -2.3
  CXCR6 inh = 8.1
  EBI2 antag = -6.4
Compound: O=C(CN1C(=O)CCS(=O)(=O)c2ccccc21)Nc1ccc2c(c1)OCCO2
  CCR6 antagonist = -14.4
  CXCR6 inh = 8.3
  EBI2 antag = -2.3
Compound: CN(C)C(=O)c1ccc(NC(=O)COC(=O)CCN=C2NS(=O)(=O)c3ccccc32)cc1
  CCR6 antagonist = 4.3
  CXCR6 inh = -4.6
  EBI2 antag = 9.5
Compound: COCCn1c(COc2ccccc2)nnc1SCC(N)=O
  CCR6 antagonist = -7.4
  CXCR6 inh = -13.0
  EBI2 antag = 7.1
Compound: O=C1c2ccccc2C(=O)N1/N=C/c1ccc(O)c(O)c1O
  CCR6 antagonist = -9.8
  CXCR6 inh = -11.1
  EBI2 antag = -5.8
Compound: COc1ccccc1-c1cccc([C@@H]2C[C@H]3[C@H](CON3C)CN2Cc2cc(Cl)cc(Cl)c2)c1
  CCR6 antagonist = 12.3
  CXCR6 inh = 11.3
  EBI2 antag = 10.4
Compound: O=C1NC(=O)/C(=C/c2cccc(O)c2)N1
  CCR6 antagonist = -5.5
  CXCR6 inh = -9.4
  EBI2 antag = 0.2
Compound: COCCN(C(=O)COC(=O)/C=C/c1ccc(SC)cc1)c1c(N)n(Cc2ccccc2)c(=O)[nH]c1=O
  CCR6 antagonist = 4.5
  CXCR6 inh = -3.7
  EBI2 antag = -2.9
Compound: CC1CN(C2CCCCC2)C(=O)NC1=O (configuration not stated)
  CCR6 antagonist = 2.4
  CXCR6 inh = -5.8
  EBI2 antag = -6.2
Compound: CCOC(=O)c1c(NC(=O)COC(=O)CCOc2cc(C)ccc2C)sc(C(=O)N(C)C)c1C
  CCR6 antagonist = 16.4
  CXCR6 inh = 7.9
  EBI2 antag = 11.6
Compound: C[n+]1c(-c2ccccc2)cc2c(=Cc3ccccc3)c3ccccc3n21
  CCR6 antagonist = 1.8
  CXCR6 inh = -14.5
  EBI2 antag = -17.9
Compound: CC1=CC(=O)[C@@H](O)[C@@H](c2ccccc2Br)N1C
  CCR6 antagonist = -10.4
  CXCR6 inh = 6.0
  EBI2 antag = -10.2
Compound: O=C(C=Cc1ccccc1)NCCNC(=O)C=Cc1ccccc1
  CCR6 antagonist = 11.6
  CXCR6 inh = 2.1
  EBI2 antag = 21.3
Compound: CC(Oc1nc2c(c(=O)n(C)c(=O)n2C)n1C)C1CCCCC1 (configuration not stated)
  CCR6 antagonist = 15.2
  CXCR6 inh = -3.3
  EBI2 antag = 26.9
Compound: Cc1ccc(-c2cc(C(=O)NCc3cn(C)nc3C)c3cc(Br)ccc3n2)cc1
  CCR6 antagonist = 5.8
  CXCR6 inh = 16.3
  EBI2 antag = 10.9
Compound: CC(C)(C)S(=O)N1Cc2ccc(CO)cc2[C@@H]1CCO (some centres not stated)
  CCR6 antagonist = 4.4
  CXCR6 inh = -4.4
  EBI2 antag = -6.7
Compound: COc1ccccc1CC(=O)c1ccccc1OC
  CCR6 antagonist = 2.4
  CXCR6 inh = -3.5
  EBI2 antag = 2.8
Compound: COc1ccc([C@@]23Oc4cc(OC)cc(OC)c4[C@]2(O)[C@H](O)[C@H](C(=O)N(C)C)[C@H]3c2ccccc2)cc1
  CCR6 antagonist = 0.3
  CXCR6 inh = -0.4
  EBI2 antag = 0.6
Compound: CN1C(=O)CCC2(c3ccccc3)CC=C(O)C=C12 (configuration not stated)
  CCR6 antagonist = 0.9
  CXCR6 inh = 1.5
  EBI2 antag = -0.8
Compound: O=C(O)c1cccc(-c2ccccc2)c1O
  CCR6 antagonist = 14.1
  CXCR6 inh = 0.0
  EBI2 antag = 0.7
Compound: Cc1ccc(C(=O)Nc2cccc(S(=O)(=O)N3CCCCC3)c2)cc1S(=O)(=O)N1CCOCC1
  CCR6 antagonist = 11.9
  CXCR6 inh = -2.4
  EBI2 antag = -13.2
Compound: COc1ccccc1C(=O)N=Nc1c(O)[nH]c2ccc([N+](=O)[O-])cc12
  CCR6 antagonist = 19.4
  CXCR6 inh = 2.2
  EBI2 antag = 2.0
Compound: COc1cccc(-c2nnc(-c3ccc4ccccc4c3)o2)c1
  CCR6 antagonist = 17.4
  CXCR6 inh = -2.9
  EBI2 antag = 19.5

Sorted by the number under CCR6 antagonist (smallest number first): 3 from the list above.
Compound: O=C1c2ccccc2C(=O)N1/N=C/c1ccc(O)c(O)c1O
  CCR6 antagonist = -9.8
  CXCR6 inh = -11.1
  EBI2 antag = -5.8
Compound: CN1C(=O)CCC2(c3ccccc3)CC=C(O)C=C12 (configuration not stated)
  CCR6 antagonist = 0.9
  CXCR6 inh = 1.5
  EBI2 antag = -0.8
Compound: COCCN(C(=O)COC(=O)/C=C/c1ccc(SC)cc1)c1c(N)n(Cc2ccccc2)c(=O)[nH]c1=O
  CCR6 antagonist = 4.5
  CXCR6 inh = -3.7
  EBI2 antag = -2.9
